UGM FP inh: M. tuberculosis UGM enzyme inhibitors, primary screen, biochemical, fluorescence polarization, single point; purified UGM, fluorescence polarization probe displacement; inhibition, % at 10 µM; 0.06% of 320,000 active; UDP-galactopyranose mutase (Mycobacterium tuberculosis (strain ATCC 25618 / H37Rv)), …; in the data active = inhibition above about 10%, passing the limit was not always enough
DUSP3 inh: VHR1 phosphatase inhibitors, primary screen, biochemical, absorbance, uHTS; Dual specificity protein phosphatase 3 (Homo sapiens), P51452; recombinant VHR phosphatase, pNPP absorbance; inhibition, % at 13.3 µM; 0.52% of 290,000 active; AID 1654, 2009; in the data active = inhibition above about 50%; also: some compounds called inactive have numbers as strong as hits
Target sequence (P51452 whole entry, looked up): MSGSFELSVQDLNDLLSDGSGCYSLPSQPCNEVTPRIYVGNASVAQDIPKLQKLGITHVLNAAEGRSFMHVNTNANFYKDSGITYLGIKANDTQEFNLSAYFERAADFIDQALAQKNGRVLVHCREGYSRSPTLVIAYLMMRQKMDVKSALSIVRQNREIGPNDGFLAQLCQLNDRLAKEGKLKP
GDH-TPI counter: GDH-TPI coupling enzyme inhibitors, primary screen, artefact control for M. tuberculosis FBA inhibitor project, biochemical, absorbance, full deck; GDH-TPI coupled enzyme counterscreen, NADH absorbance; inhibition, % at 4.8 µM; 1.2% of 360,000 active; in the data active = inhibition above about 30%;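 also: 0% = DMSO wells and 100% = wells lacking the enzyme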
3CLpro inhibitor: SARS-CoV 3CLpro protease inhibitors, primary screen, biochemical, quenched FRET; Replicase polyprotein 1ab (Severe acute respiratory syndrome coronavirus), P0C6X7; recombinant SARS-CoV 3CLpro, quenched FRET peptide cleavage; inhibition, % at 6 µM; 0.14% of 290,000 active; in the data active = inhibition above about 12%
MazEF act: activators of E. coli MazEF toxin-antitoxin RNase, primary screen, biochemical, fluorescence, uHTS; Endoribonuclease toxin MazF (Escherichia coli (strain K12)), P0AE70; FAM/BHQ RNA-DNA oligo cleavage fluorescence, 5 h; activation, % at 20 µM; 0.32% of 350,000 active; in the data active = activation above about 50%
Target sequence (P0AE70 whole entry, looked up): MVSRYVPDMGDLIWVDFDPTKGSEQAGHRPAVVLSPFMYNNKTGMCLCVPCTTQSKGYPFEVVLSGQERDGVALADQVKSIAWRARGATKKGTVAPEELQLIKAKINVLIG
BH1578 lux ind: inducers of Vibrio cholerae quorum light production without autoinducers, primary screen, BH1578 luxS cqsA deficient, single point | V. cholerae BH1578 lux reporter, luminescence, 6 h | activation, % at 18.7 µM | 0.16% of 350,000 active | AID 588436, 2011; in the data active = activation mostly above about 9.7%, no sharp cut-off; also: not every result past the cut was called active; inactives centre near 0; reference of the scale not given here
PriA SSB inh: inhibitors of Klebsiella pneumoniae PriA binding to SSB C-terminal tail, primary screen, biochemical, AlphaScreen. PriA–SSB C-terminal tail interaction (Klebsiella pneumoniae). AlphaScreen SSBct-PriA binding, biotinylated peptide. inhibition, % at 33 µM. 0.6% of 430,000 active. AID 1272365, 2023; in the data active = inhibition mostly above about 37%, no sharp cut-off; inactive = mostly below about 20%;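 also: plate controls were negative control peptide for no effect and reference peptide for full effect; strong numbers were not always called active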
Rv3671c protease: Rv3671c serine protease inhibitors, primary screen, biochemical, fluorescence polarization, M. tuberculosis H37Rv | P9WHR9 | inhibition, % at 5.96 µM | 0.048% of 320,000 active; in the data active = inhibition above about 38%;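 also: extracellular domain of Rv3671c used as enzyme; 0% = enzyme with DMSO and 100% = no enzyme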
Target sequence (P9WHR9 whole entry, looked up, the tested form may be a part): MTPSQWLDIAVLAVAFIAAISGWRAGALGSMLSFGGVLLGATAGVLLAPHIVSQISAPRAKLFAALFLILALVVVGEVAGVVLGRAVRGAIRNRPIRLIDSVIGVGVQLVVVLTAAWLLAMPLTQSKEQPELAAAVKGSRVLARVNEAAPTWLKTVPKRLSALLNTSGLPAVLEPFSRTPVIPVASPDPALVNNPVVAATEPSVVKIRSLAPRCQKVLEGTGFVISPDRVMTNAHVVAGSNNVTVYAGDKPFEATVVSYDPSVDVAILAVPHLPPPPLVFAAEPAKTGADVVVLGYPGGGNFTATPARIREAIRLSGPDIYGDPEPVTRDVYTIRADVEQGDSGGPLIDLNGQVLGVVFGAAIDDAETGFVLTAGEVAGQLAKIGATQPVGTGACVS
FBA Mtb inh: Mtb FBA enzyme inhibitors, primary screen, biochemical, fluorescence, strain H37Rv | inhibition, % at 1 µM | 2.3% of 360,000 active | AID 588726, 2011 | purified M. tuberculosis FBA, fluorescence read-out | Fructose-bisphosphate aldolase (Mycobacterium tuberculosis (strain ATCC 25618 / H37Rv)), …; in the data active = inhibition above about 27%;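 also: 0% = vehicle and 100% = reference inhibitor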
Target sequence (P9WQA3 whole entry, looked up): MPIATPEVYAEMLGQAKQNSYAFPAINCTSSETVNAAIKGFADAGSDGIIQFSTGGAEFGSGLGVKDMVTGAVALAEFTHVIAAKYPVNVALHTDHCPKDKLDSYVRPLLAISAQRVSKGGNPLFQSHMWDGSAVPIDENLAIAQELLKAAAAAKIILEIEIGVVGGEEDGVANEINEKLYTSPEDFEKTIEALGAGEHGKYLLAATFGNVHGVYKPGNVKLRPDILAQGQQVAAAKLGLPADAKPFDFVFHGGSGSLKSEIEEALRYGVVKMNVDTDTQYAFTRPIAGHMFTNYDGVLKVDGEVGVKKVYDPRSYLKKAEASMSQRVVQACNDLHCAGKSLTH
BioA inh: M. tuberculosis BioA enzyme inhibitors, primary screen, biochemical, plate reader, single point, HTS | 7,8-diaminopelargonic acid synthase BioA (Mycobacterium tuberculosis) | purified M. tuberculosis BioA enzyme | inhibition, % at 9.99 µM | 0.096% of 360,000 active | AID 602481, 2012; in the data active = inhibition above about 40%
Starred values were filed as active, the others as inactive; i = inactive; · = not tested or not shown; & = joins results of further samples. The list is partial. The share of hits here may be higher or lower than overall.

Every second line gives: UGM FP inh	DUSP3 inh	GDH-TPI counter	3CLpro inhibitor	MazEF act	BH1578 lux ind	PriA SSB inh	Rv3671c protease	FBA Mtb inh	BioA inh
CSc1ccccc1NC(=O)c1cc(C(C)C)on1
    -0.4	4	-10	-2	2	-11	-51	2	-2	-0.7
O=C(Cn1cnc2c(NCc3ccccc3)ncnc21)NCc1ccc2c(c1)OCO2
    ·	·	-4	·	5	i	-5	·	3	-0.7
CCOC(=O)C(C)Sc1nc(-c2ccccn2)ncc1OC (centres undefined)
    0.1	13	4	-1	18	-2.3	90*	-5	-3	·
CCn1c(=O)c(CCC(=O)NCCN2CCOCC2)c(C)c2c(C)nn(-c3ccccc3)c21
    2.1	5	-3	8	5	i	-23	-6	13	-1.6
Cc1nnc(N/N=C/c2ccccc2C(F)(F)F)n1N
    3.1	17	8	2	1	-0.6	·	-5	-1	0.5
CCCCCOC(=O)Cn1c(=O)oc2ccccc21
    1.9	36	7	-3	-8	-0.2	-18	4	1	-2.0
COc1ccc([C@H]2CC(=O)C=C(c3ccc(C)c(F)c3)C2)cc1
    0.3	·	-2	·	-4	-0.3	-13	-5	1	-0.2
CC(C)(C)C(=O)NNC(=O)COc1ccc2ccccc2c1Br
    -2.2	6	6	7	10	-6.9	-9	3	2	·
CCC(C)(C)n1c(=O)[nH]c2c(c1=O)CCC2
    -0.3	8	-15	2	2	-5.9	-5	10	-8	-1.0
O=C1CNC(=O)N1CC(O)Cn1c2ccccc2c2ccccc21 (centres undefined)
    1.7	21	12	0	2	i	2&-12	-2	-5	·
CN(CC(=O)Nc1ccccc1C(F)(F)F)C(=O)COc1ncnc2sccc12
    1.7	9	-7	-1	1	-0.5	-12	-8	0	·
CC(Sc1ccccn1)C(=O)Nc1ccc(S(N)(=O)=O)cc1 (centres undefined)
    0.2	0	-11	0	1	-0.2	-6	-5	1	-1.3
CC(C)N(C(=O)C[n+]1ccc(/C=N/O)cc1)C(C)C
    -1.9	1	6	-8	0	1.6	·	-3	3	·
C[C@]12CCC3C(CC[C@H]4C[C@@H](O)CC[C@]34C)C1CCC2=O (some centres undefined)
    -2.6	·	9	·	8	-1.9	4	5	3	·
O=C1C(=O)N(CCN2CCOCC2)C(c2ccccn2)/C1=C(/O)c1ccccc1 (centres undefined)
    3.9	4	14	1	10	·	·	-10	-4	-2.3
CCn1c(=O)c(C(=O)NNS(=O)(=O)c2ccc(Br)cc2)c(O)c2ccccc21
    -1.8	22	2	0	-14	-0.1	-15	10	4	·
CCc1ccc(NC(=O)NNC(=O)c2cc3ccccc3cc2O)cc1
    2.4	28	13	-1	-13	-1.5	-5	0	4	-0.9
NS(=O)(=O)c1ccc(NC(=O)CSC2=NC(=O)C(c3ccccc3)C(=O)N2)cc1 (centres undefined)
    -2.5	16	-7	3	-13	·	1	-5	-1	-0.4
COc1ccc(CCOC(=O)CNC(=O)c2ccc(Cl)cc2Cl)cc1
    0.5	0	18	-1	0	-0.4	-14	-5	2	0.0
CCc1ccccc1NC(=O)CNC(=O)c1cc(C2CC2)nn1-c1ccccc1
    ·	·	1	·	-2	-0.8	-2	-3	1	-0.5

A few values from above:
CCn1c(=O)c(CCC(=O)NCCN2CCOCC2)c(C)c2c(C)nn(-c3ccccc3)c21 – PriA SSB inh = -23
CC(C)(C)C(=O)NNC(=O)COc1ccc2ccccc2c1Br – DUSP3 inh = 6
CCc1ccc(NC(=O)NNC(=O)c2cc3ccccc3cc2O)cc1 – GDH-TPI counter = 13

Other records:
Every second line gives: UGM FP inh	DUSP3 inh	GDH-TPI counter	3CLpro inhibitor	MazEF act	BH1578 lux ind	PriA SSB inh	Rv3671c protease	FBA Mtb inh	BioA inh
CCCOC(=O)CC1C(=O)NCCN1C(=O)OC(C)(C)C (centres undefined)
    0.6	6	14	3	-22	-0.2	-2	0	3	1.1
CCC(C)NC(=O)CN1C(=O)COc2ccc(S(=O)(=O)N3CCOCC3)cc21 (centres undefined)
    2.2	-9	0	4	6	-2.1	6	-4	0	-0.1
CC1Cc2nc(SCC(=O)N3CCOCC3)n(-c3ccccc3)c(=O)c2S1 (centres undefined)
    2.1	13	13	6	7	-0.4	-1	-7	1	63*
CCOC(=O)Cn1nnnc1CN(Cc1ccc(OC)cc1)Cc1cc2cc(CC)ccc2[nH]c1=O
    4.5	11	23	-28	0	-1.5	3	-12	6	-1.0
CCn1c(CCNC(=O)c2ccc(C)cc2)nnc1SCc1ccc(Cl)c(Cl)c1
    -0.1	-4	-5	0	-3	i	3	3	0	1.1
Cc1ccc(N/C(N)=N/c2nc(CSc3nnc(C)s3)cc(=O)[nH]2)c(C)c1
    -2.1	40	3	-1	-2	i	·	-2	5	·
CC(=O)Oc1c(C(=O)c2nnc(C)o2)c(=O)n(C)c2ccccc12
    1.7	-8	13	5	1	-0.4	-15	-10	2	·
CC(NS(=O)(=O)c1ccc(Br)cc1)c1ccccc1 (centres undefined)
    -3.9	-12	4	3	-4	i	-13	-6	2	-0.5
CCn1c2ccccc2c2nnc(SCN3C(=O)c4ccccc4C3=O)nc21
    ·	·	6	·	3	-3.7	-4	·	0	·
COc1cc(C(=O)NCc2cccnc2)ccc1OCC(=O)Nc1cccc(C(F)(F)F)c1
    -3.0	·	-1	·	-2	-2.9	-21	-5	3	-1.6
CCCNC(=S)NC1CCCC1
    -1.9	19	-6	5	10	-0.2	-2	0	-2	-0.5
Cc1cccc(N2C(=O)CC(Sc3nnc(C)s3)C2=O)c1 (centres undefined)
    -0.6	9	-6	4	3	·	8	-11	-1	0.1
CCOc1cc(C(=O)Nc2ccc(C)cc2C)ccc1OCC(=O)N1CCCCC1
    -2.7	10	5	-2	3	3.3	-6	-1	6	·
Cc1nnc2n1N=C(c1ccc3c(c1)NC(=O)CO3)CS2
    -1.6	4	·	3	-2	·	4	7	·	·
COc1cc(OC)c(C(=O)NNC(=S)NC2CCCCC2)cc1OC
    1.6	-2	6	-4	5	i	7	2	3	·
COCCNC(=O)C1(C)Cc2c(-c3cccc(C(F)(F)F)c3)ccnc2O1 (centres undefined)
    ·	·	4	·	·	i	·	·	-3	0.6
C/C(=N\Nc1ccc(S(N)(=O)=O)cc1[N+](=O)[O-])c1ccccc1O
    -0.5	14	22	2	-7	-0.1	·	4	-4	-2.7
CC(=O)N1c2ccc(S(=O)(=O)NCC3CCC(C(=O)NC4CCCCC4C)CC3)cc2CC1C (centres undefined)
    0.2	8	-3	-1	10	-1.1	-3	-1	0	-1.4
Cc1ccccc1Oc1ccc2c(c1)[C@@H]1C[C@H](N(C)C(=O)Nc3cc(Cl)cc(Cl)c3)[C@H]([C@H](C)O)C(=O)N1CC2
    ·	·	13	·	-16	i	-6	·	-1	-0.2
O=C(C1CCCN(S(=O)(=O)c2cccs2)C1)N1CCC(N2CCCCC2)CC1 (centres undefined)
    1.0	19	5	2	9	i	-10	0	5	-1.1

(continued)
Every second line gives: UGM FP inh	DUSP3 inh	GDH-TPI counter	3CLpro inhibitor	MazEF act	BH1578 lux ind	PriA SSB inh	Rv3671c protease	FBA Mtb inh	BioA inh
CC(=O)N(c1ccccc1)C1CCCC1
    0.3	-2	-9	1	-8	-0.3	-1	6	-2	-1.7
CC1(C)Cc2c(sc(NC(=O)C(=O)N3CCCCC3)c2C(=O)O)CO1
    -0.4	-4	2	3	-7	i	-13	3	0	-1.3
COCCNC(=O)CNC(=O)c1nn(-c2ccc(OC)c(Cl)c2)c(=O)c2ccccc12
    1.9	10	13	6	2	-0.3	-16	8	0	·
COc1cccc(C(=O)O/N=C(\N)Cc2ccc(Cl)cc2)c1
    0.8	8	-4	4	13	-1.0	i	2	2	-0.4
O=C(COc1ccc2c(c1)CCC2)N1CCc2ccccc21
    2.6	15	10	-8	-2	i	-10	-9	-3	-1.0
Cc1cc(C(=O)OCC(=O)Nc2ccc(F)cc2)c(C)o1
    -0.4	29	-10	-3	2	1.5	-2	3	3	-0.3
CC(C)(C)N1C(=O)c2ccc(C(=O)O)cc2C1=O
    1.1	33	-2	2	-3	·	3	0	1	-0.4
O=C1c2ccccc2CC1(Cc1ccccc1)Cc1ccccc1
    2.9	-10	3	3	-4	-3.2	-60	-7	2	0.8
CC1CC(C)CN(C(=O)CCCn2c(=O)c3cccn3c3cccnc32)C1 (centres undefined)
    4.1	4	3	6	-3	-0.4	-5	-5	0	13
COc1cccc(CNC(=O)COC(=O)/C(C#N)=C/c2ccc(N(C)C)cc2)c1
    -3.3	·	2	·	-61	-1.4	1	-54	-5	-0.7
COc1cc(NC(=O)CSc2nnc3ccc(-c4cccnc4)nn23)cc(OC)c1
    0.5	·	-4	·	3	12	4	7	2	·
O=C(CS(=O)(=O)c1ccc(F)cc1)N1CCOCC1
    -0.8	24	-1	-4	4	i	-9	5	-1	0.2
COc1ccc(Nc2nnc(-c3ccc(O)cc3)c3ccccc23)cc1
    0.9	36	12	5	-7	i	0	6	2	12
COc1ccc(CC(=O)N2CCN(c3ccc(F)cc3)CC2)cc1
    -1.9	30	-7	6	1	-0.3	-3&-17	-6	-2	6.7
COc1ccc(OC)c(C2C(C(C)=O)=C(O)C(=O)N2CCC(=O)O)c1 (centres undefined)
    3.9	4	5	1	10	i	-13	-7	-1	0.0
CCC1CCCCN1C(=O)COC(=O)c1cc(C)nc2ccccc12 (centres undefined)
    -1.1	·	1	·	5	-0.5	-4	-8	2	0.6
COc1ccc(CCNC(=O)CCNC(=O)c2ccccc2Cl)cc1
    0.1	34	4	-5	14	-0.5	-10	-5	-3	0.2
NP(=O)(OCCCc1ccccc1)c1ccccc1 (centres undefined)
    0.1	-14	0	0	0	i	-11	-2	-1	-6.3
COc1ccc(NCc2ccc(OC)c(Cn3ccnc3)c2)c(OC)c1
    1.4	16	1	-2	2	i	73*	-1	4	1.3
CCOC(=O)[C@H]1[C@H]2COc3ccc(Cl)cc3[C@@H]2N2C(=O)c3cc(OC)ccc3NC(=O)[C@@]12C
    -1.8	·	-3	·	-1	-5.0	-16	-9	7	0.5

Next entries follow:
Every second line gives: UGM FP inh	DUSP3 inh	GDH-TPI counter	3CLpro inhibitor	MazEF act	BH1578 lux ind	PriA SSB inh	Rv3671c protease	FBA Mtb inh	BioA inh
Cc1ccc2cc(-c3noc(C4CCCCC4)n3)c(=O)[nH]c2c1
    3.2	-24	3	-2	15	·	-3	-2	1	-1.4
CN(C(=O)COC(=O)c1cccnc1Nc1ccccc1F)C1CCS(=O)(=O)C1 (centres undefined)
    -0.6	2	16	-3	4	-0.3	6	-1	0	-1.8
COc1ccccc1NS(=O)(=O)c1cccc(C(=O)NCc2ccncc2)c1
    -2.1	·	8	·	3	i	0	-1	2	-0.1
Clc1ccc(C2=NOC(c3nnc(-c4ccccc4)o3)C2)cc1 (centres undefined)
    3.8	3	5	·	1	i	-7	-3	-2	-0.2
O=C(c1cc(C2CC2)on1)N1CCN(c2ccc(F)cc2)CC1
    -0.7	32	1	-3	4	-0.3	-10	6	-3	5.0
